Tau FP inhib: tau fibrillization inhibition (FP) | 280,000 compounds, 0.39% hits | P10636 | Potency, µM (highest dose often 57.7 µM), for inactives: at the highest dose activity, negative = inhibition, most hits filed as inhibitors | K18 P301L tau heparin fibrillization, Alexa594 FP, 6 h; also: nearly all actives have a fitted effect of over 55% in size
Target sequence (P10636 561-689 P618L limits assumed): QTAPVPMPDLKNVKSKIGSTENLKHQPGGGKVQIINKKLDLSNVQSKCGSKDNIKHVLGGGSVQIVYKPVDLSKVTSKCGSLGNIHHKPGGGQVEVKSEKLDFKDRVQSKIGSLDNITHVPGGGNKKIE
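Compound effects on tau fibrillization are measured by Alexa 594 fluorescence polarization (ex 555, em 632 nm). K18 P301L tau is used at 15 uM with 0.24 uM labeled tracer, and 20 uM heparin induces aggregation over 6 hr at 37 C.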
GLA spleen mod: alpha-galactosidase A (human) modulation | P06280 | human spleen homogenate, 4MU-alpha-Gal fluorescence, 40 min | Potency, µM (doses to about 80 µM), for inactives: top-dose activity change, negative = inhibition, hits mostly inhibitors | 240,000 compounds, 0.008% hits;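 also: 0% = enzyme with vehicle and -100% = no enzyme basal signal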
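Fluorogenic readout (Ex 365/Em 440 nm) of 4-methylumbelliferone released from 1 mM 4-MU-alpha-galactoside by spleen homogenate, 40 min at 37C, pH 5.0. Data normalized to no-enzyme and enzyme controls; Hill-equation AC50 from compound titrations.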
TexasRed fluor: alters Texas Red total fluorescence, flagging assay interference; 280,000 compounds, 0.29% hits; Potency, µM (top dose mostly 106 µM), inactives show at the highest dose fluorescence change, negative = quenching; TRb/SRC2 Texas Red total fluorescence interference; active = well fitted curve in either direction with a large enough effect; inconclusive = small, poorly fitted or top-dose-only effect
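Human TRβ ligand-binding domain (0.6 uM) and Texas Red SRC2 peptide (20 nM) in Tris buffer with 1 uM T3 and 5% DMSO were incubated with pinned compound for 5 hr at ambient temperature. Total fluorescence was computed as S + 2P (555/632 nm).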
L3MBTL1 inh: blocks human L3MBTL1; Q9Y468; AlphaScreen L3MBTL1–H3K9me1 peptide binding; Potency, µM (series often up to 57.1 µM), inactives show at the top dose activity, negative = inhibition, usual class: inhibitors; 230,000 compounds, 0.66% hits; AID 485360; also: nearly all actives have a fitted effect of over 60% in size
Target sequence (Q9Y468 whole entry, looked up): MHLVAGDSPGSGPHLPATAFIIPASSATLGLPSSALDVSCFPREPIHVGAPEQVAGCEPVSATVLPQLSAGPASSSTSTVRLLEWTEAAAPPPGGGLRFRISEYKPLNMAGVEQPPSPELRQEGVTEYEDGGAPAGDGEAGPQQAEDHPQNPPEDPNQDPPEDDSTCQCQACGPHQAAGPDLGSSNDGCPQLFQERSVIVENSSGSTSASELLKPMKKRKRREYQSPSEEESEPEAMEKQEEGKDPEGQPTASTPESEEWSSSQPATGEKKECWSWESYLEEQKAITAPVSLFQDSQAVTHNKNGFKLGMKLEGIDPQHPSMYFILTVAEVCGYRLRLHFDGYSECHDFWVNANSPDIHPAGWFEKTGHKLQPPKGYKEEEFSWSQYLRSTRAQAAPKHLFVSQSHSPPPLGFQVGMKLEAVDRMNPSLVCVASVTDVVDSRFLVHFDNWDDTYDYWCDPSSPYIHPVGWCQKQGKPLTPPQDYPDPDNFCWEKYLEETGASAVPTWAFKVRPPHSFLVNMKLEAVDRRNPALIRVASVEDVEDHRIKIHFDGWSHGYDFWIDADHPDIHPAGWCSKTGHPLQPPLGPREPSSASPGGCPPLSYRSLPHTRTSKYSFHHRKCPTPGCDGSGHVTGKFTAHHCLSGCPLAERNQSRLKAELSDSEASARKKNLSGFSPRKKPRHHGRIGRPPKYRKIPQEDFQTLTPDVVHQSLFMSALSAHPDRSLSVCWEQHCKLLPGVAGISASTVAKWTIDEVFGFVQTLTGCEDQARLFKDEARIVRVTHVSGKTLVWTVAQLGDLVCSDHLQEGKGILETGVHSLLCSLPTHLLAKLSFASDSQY
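Displacement of a biotinylated histone H3(1-15) peptide monomethylated at Lys9 (75 nM) from L3MBTL1 (50 nM) was measured by AlphaScreen after a 30 min room-temperature compound incubation; cefsulodin titration served as intraplate control.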
TRb-SRC2 inh: TRbeta-SRC2 interaction inhibition; P10828; TRbeta-SRC2 peptide binding, fluorescence polarization; receptor liganded with 1 µM T3; Potency, µM (series often up to 106 µM), for the others: at the highest dose activity change, negative = inhibition, usual class: inhibitors; 280,000 compounds, 0.065% hits; AID 1469;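 also: plate controls were bound peptide for no effect and peptide without receptor for full effect; nearly all actives have a fitted effect of over 50% in size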
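Human TRb LBD (0.6 uM) plus Texas Red-labeled SRC2 peptide (20 nM), 1uM T3, 5% DMSO, 5 hr at ambient temperature. Decreased polarization (555/632 nm) flags inhibition; data normalized to free and bound peptide controls.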
ALDH1A1 inh: inhibitors of human aldehyde dehydrogenase 1A1; Potency, µM (top dose mostly 75.3 µM), without a hit: at the top dose activity, negative = inhibition, most hits filed as inhibitors; P00352; 220,000 compounds, 7.3% hits; Purified ALDH1A1, NADH fluorescence, propionaldehyde substrate; active = well fitted inhibition curve with a large enough effect, not every such curve was filed as active; inconclusive = small, poorly fitted or top-dose-only effect, or another doubt; inactive = no such curve, though single readings can be large or run the other way;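 also: plate controls were no enzyme wells and a reference inhibitor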
Tau fluor counter: counter-screen for tau fibril formation inhibitors | tau K18 P301L Alexa594 fluorescence, heparin fibrillization | Potency, µM (series often up to 57.7 µM), without a hit: at the highest dose activity change, negative = decrease | 280,000 compounds, 0.93% hits | AID 1463; also: nearly all actives have a fitted effect of over 55% in size
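Human tau K18 P301L (15 uM unlabeled, 0.24 uM Alexa 594-labeled) in 100 mM sodium acetate pH 7 with 20 uM heparin, 6 hr at 37 C. ThT 30 uM added, 1 hr ambient; Alexa 594 FP and total fluorescence read at 555/632 nm.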
Tau fibril ThT: tau fibrillization inhibition (ThT binding) | P10636 | recombinant tau K18 P301L (four-repeat tau fragment), heparin-induced fibrillization, ThT fluorescence | Potency, µM (titrated, usually from 57.4 µM), for the others: top-dose activity, negative = inhibition, most hits filed as inhibitors | 270,000 compounds, 2.1% hits | AID 1460; also: nearly all actives have a fitted effect of over 55% in size
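Heparin-induced fibrillization of the P301L-mutant K18 repeat-domain fragment of human tau was followed by ThT binding in quantitative high-throughput format.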
* = called active by the depositor; & = joins results of further samples; [ ] = dose if it differs, or a comment. Unless noted, calls follow the shape of the dose curve; as a rule, active = well fitted curve in the direction sought with a large enough effect; inconclusive = small, poorly fitted or top-dose-only effect, or another doubt; inactive = no such curve, though single readings can be large; an effect the other way counts as inactive or inconclusive. Unless noted, % is scaled to controls: 0 for no effect and ±100 for the full control effect; potency is read from the fitted curve at half-maximal effect.

How did CN1CC2(C)OC(=O)C(Cl)=C2CC1c1ccccc1 (stereo unspecified) do in these assays?
Tau FP inhib: 3%; GLA spleen mod: 2%; TexasRed fluor: 2%; L3MBTL1 inh: 1%; TRb-SRC2 inh: 4%; ALDH1A1 inh: 13µM*; Tau fluor counter: -6%; Tau fibril ThT: -5%

How did O=C(OCCN1CCOCC1)C1(c2ccccc2)CCCCC1 do in these assays?
Tau FP inhib: 1%&-5%&-3%; GLA spleen mod: 26%&7%&9%; TexasRed fluor: -3%&-1%&-1%; TRb-SRC2 inh: 4%&-2%&8%; ALDH1A1 inh: 8%&-3%; Tau fluor counter: -13%&-1%&-5%; Tau fibril ThT: -7%&1%&-4%

What do the screens show for `Cc1ccc(C)c(N2C(=O)N(Cc3ccccc3C)c3ccccc3S2(=O)=O)c1`?
Tau FP inhib: -11%; TexasRed fluor: inconclusive; TRb-SRC2 inh: 0%; Tau fluor counter: -11%; Tau fibril ThT: -3%

What do the screens show for `CCC(C)Nc1cc(C)nc2ncnn12` (stereo unspecified)?
Tau FP inhib: 4%; GLA spleen mod: -5%; TexasRed fluor: 2%; L3MBTL1 inh: 6%; TRb-SRC2 inh: 4%; ALDH1A1 inh: 8%; Tau fluor counter: 5%; Tau fibril ThT: 5%

What do the screens show for `Cc1nc2cc(NC(=O)NC(C)(C)C)ccc2n1C`?
Tau FP inhib: -6%; GLA spleen mod: 1%; TexasRed fluor: -1%[53 µM]; L3MBTL1 inh: 10%; TRb-SRC2 inh: 11%[53 µM]; ALDH1A1 inh: 11%; Tau fluor counter: -5%; Tau fibril ThT: -7%

What do the screens show for `Cc1cccc2sc(NC(=O)CSCc3ccccc3)nc12`?
Tau FP inhib: inconclusive; GLA spleen mod: 11%; TexasRed fluor: -5%; TRb-SRC2 inh: -1%; ALDH1A1 inh: -12%; Tau fluor counter: inconclusive; Tau fibril ThT: -13%

How did CCOC(=O)c1ccc(NS(=O)(=O)N2CCCCCC2)cc1 do in these assays?
Tau FP inhib: 3%; GLA spleen mod: -3%; TexasRed fluor: -3%; L3MBTL1 inh: -3%; TRb-SRC2 inh: -6%; ALDH1A1 inh: inconclusive; Tau fluor counter: -21%; Tau fibril ThT: -10%

Results for O=C(CCNS(=O)(=O)c1c(Cl)cccc1Cl)OCC(=O)c1ccccc1 ?
Tau FP inhib: -1%; GLA spleen mod: -2%; TexasRed fluor: 9%; L3MBTL1 inh: 12%; TRb-SRC2 inh: 9%; ALDH1A1 inh: -12%; Tau fluor counter: -14%; Tau fibril ThT: -1%

How did CC1(C)N=C(/C=N/O)C=[N+]1[O-] do in these assays?
Tau FP inhib: -4%; GLA spleen mod: -7%; TexasRed fluor: -4%; TRb-SRC2 inh: 1%; ALDH1A1 inh: 15%; Tau fluor counter: -4%; Tau fibril ThT: -3%

How did CCCC(=O)OC1CC(C)N(C(=O)c2ccccc2)c2ccc(C)cc21 (stereo unspecified) do in these assays?
Tau FP inhib: -1%; GLA spleen mod: -3%; TexasRed fluor: -1%; L3MBTL1 inh: 4%; TRb-SRC2 inh: 13%; ALDH1A1 inh: -13%; Tau fluor counter: 2%; Tau fibril ThT: -2%

What do the screens show for `C=CCNC(=O)COC(=O)c1cc(S(=O)(=O)N2CCCCC2)ccc1Cl`?
Tau FP inhib: 2%; GLA spleen mod: 0%; TexasRed fluor: -3%; L3MBTL1 inh: 13%; TRb-SRC2 inh: 3%; ALDH1A1 inh: 7%; Tau fluor counter: 5%; Tau fibril ThT: 5%

What do the screens show for `Cc1cc(C(=O)NCCc2ccccc2)ccc1[N+](=O)[O-]`?
Tau FP inhib: -1%; GLA spleen mod: 4%; TexasRed fluor: -3%; L3MBTL1 inh: inconclusive; TRb-SRC2 inh: 1%; ALDH1A1 inh: -3%; Tau fluor counter: -10%; Tau fibril ThT: -9%

Results for CCOC(=O)c1ccc(NC(=O)CCS(=O)(=O)c2ccc(Br)s2)cc1 ?
Tau FP inhib: -3%; GLA spleen mod: 2%; TexasRed fluor: 2%; TRb-SRC2 inh: 1%; ALDH1A1 inh: inconclusive; Tau fluor counter: -17%; Tau fibril ThT: -3%

How did C/C(=N\NC(=O)c1ccncc1)c1ccc(N(C)C)cc1 do in these assays?
Tau FP inhib: 2%; GLA spleen mod: -8%; TexasRed fluor: -2%; L3MBTL1 inh: 7%; TRb-SRC2 inh: 1%; ALDH1A1 inh: inconclusive; Tau fluor counter: 1%; Tau fibril ThT: inconclusive

How did O=C1OCC2=C1C(c1ccc(F)cc1)c1cc3c(cc1N2)OCCO3 (stereo unspecified) do in these assays?
Tau FP inhib: inconclusive; GLA spleen mod: 27%; TexasRed fluor: -1%; L3MBTL1 inh: -11%; TRb-SRC2 inh: 6%; ALDH1A1 inh: inconclusive; Tau fluor counter: -21%; Tau fibril ThT: inconclusive

How did COC(=O)C(Nc1ccccc1Cl)(c1cc(C)c(O)c(C)c1)C(F)(F)F (stereo unspecified) do in these assays?
Tau FP inhib: inconclusive; GLA spleen mod: -3%; TexasRed fluor: -2%; TRb-SRC2 inh: -1%; ALDH1A1 inh: 12%; Tau fluor counter: inconclusive; Tau fibril ThT: -17%

Results for CCCCOc1ccc(C(=O)N2CCCCC2CCN2CCOCC2)cc1 (stereo unspecified) ?
Tau FP inhib: inconclusive; TexasRed fluor: 0%; TRb-SRC2 inh: -2%; Tau fluor counter: -9%; Tau fibril ThT: -4%

How did CC(C)c1nnc(NC(=O)CCC(=O)Nc2ccccc2)s1 do in these assays?
Tau FP inhib: -2%; GLA spleen mod: 6%; TexasRed fluor: -2%; L3MBTL1 inh: 9%; TRb-SRC2 inh: -11%; Tau fluor counter: -10%; Tau fibril ThT: -6%

What do the screens show for `CC(=O)NC1(c2cccc(F)c2)CCN(CC(=O)NC(C)C)CC1`?
Tau FP inhib: 4%; GLA spleen mod: 2%; TexasRed fluor: -2%; L3MBTL1 inh: -2%; TRb-SRC2 inh: -14%; ALDH1A1 inh: 25%; Tau fluor counter: 4%; Tau fibril ThT: -5%

Results for O=C1c2ccccc2C2(c3ccccc3)NCCCN12 (stereo unspecified) ?
Tau FP inhib: 1%; GLA spleen mod: 2%; TexasRed fluor: 2%[53 µM]; L3MBTL1 inh: 3%; TRb-SRC2 inh: 0%[53 µM]; ALDH1A1 inh: 4%; Tau fluor counter: 7%; Tau fibril ThT: 7%

2 compounds picked at random from the list so far:
Results for O=C1c2ccccc2C2(c3ccccc3)NCCCN12 (stereo unspecified) ?
Tau FP inhib: 1%; GLA spleen mod: 2%; TexasRed fluor: 2%[53 µM]; L3MBTL1 inh: 3%; TRb-SRC2 inh: 0%[53 µM]; ALDH1A1 inh: 4%; Tau fluor counter: 7%; Tau fibril ThT: 7%

Results for CCCCOc1ccc(C(=O)N2CCCCC2CCN2CCOCC2)cc1 (stereo unspecified) ?
Tau FP inhib: inconclusive; TexasRed fluor: 0%; TRb-SRC2 inh: -2%; Tau fluor counter: -9%; Tau fibril ThT: -4%

The main list resumes; the two compounds before the break are reprinted first.
What do the screens show for `CC(=O)NC1(c2cccc(F)c2)CCN(CC(=O)NC(C)C)CC1`?
Tau FP inhib: 4%; GLA spleen mod: 2%; TexasRed fluor: -2%; L3MBTL1 inh: -2%; TRb-SRC2 inh: -14%; ALDH1A1 inh: 25%; Tau fluor counter: 4%; Tau fibril ThT: -5%

Results for O=C1c2ccccc2C2(c3ccccc3)NCCCN12 (stereo unspecified) ?
Tau FP inhib: 1%; GLA spleen mod: 2%; TexasRed fluor: 2%[53 µM]; L3MBTL1 inh: 3%; TRb-SRC2 inh: 0%[53 µM]; ALDH1A1 inh: 4%; Tau fluor counter: 7%; Tau fibril ThT: 7%

What do the screens show for `O=C(NCCCN1CCOCC1)c1sc2cc(Cl)ccc2c1Cl`?
Tau FP inhib: -3%; GLA spleen mod: -1%; TexasRed fluor: 0%; L3MBTL1 inh: -18%; TRb-SRC2 inh: 2%; ALDH1A1 inh: 1%; Tau fluor counter: -7%; Tau fibril ThT: -6%

What do the screens show for `O=C(CSc1ccc(Cl)cc1)N1CCN(c2ccc([N+](=O)[O-])cc2Cl)CC1`?
Tau FP inhib: 5%; GLA spleen mod: -13%; TexasRed fluor: -5%; L3MBTL1 inh: -8%; TRb-SRC2 inh: 2%; ALDH1A1 inh: 20µM*; Tau fluor counter: inconclusive; Tau fibril ThT: inconclusive

What do the screens show for `CCC(Sc1nc2nccnc2c(=O)n1Cc1ccc(C)cc1)C(=O)NC1CCCCC1` (stereo unspecified)?
Tau FP inhib: inconclusive; TexasRed fluor: 6%; TRb-SRC2 inh: 2%; Tau fluor counter: -13%; Tau fibril ThT: -5%

What do the screens show for `COC(=O)C1=C(C(=O)OC)[C@@H]2N(C)c3ccc(OC)cc3[C@@]23C[C@@H](C(=O)OC)N(C(=O)c2ccc(Br)cc2)C3=N1`?
Tau FP inhib: 3%[11.6 µM]; GLA spleen mod: -3%[17.5 µM]; TexasRed fluor: 0%[11.2 µM]; TRb-SRC2 inh: 2%[11.2 µM]; ALDH1A1 inh: 3%[13.5 µM]; Tau fluor counter: 2%[11.6 µM]; Tau fibril ThT: 3%[11.5 µM]

Results for Cc1cc(CNC(=O)c2cc(COc3c(F)cccc3F)on2)nn1C ?
Tau FP inhib: 0%; GLA spleen mod: -9%; TexasRed fluor: -1%; L3MBTL1 inh: 3%; TRb-SRC2 inh: -5%; ALDH1A1 inh: -7%; Tau fluor counter: -8%; Tau fibril ThT: -8%

Results for Cc1nc2c3ccccc3nc(NNC(=O)CCC(=O)NC3CCCC3)n2n1 ?
Tau FP inhib: 3%; GLA spleen mod: 0%; TexasRed fluor: -1%; TRb-SRC2 inh: -6%; ALDH1A1 inh: 4%; Tau fluor counter: -1%; Tau fibril ThT: -7%

How did Cc1cc(C)cc(N(C(=O)c2sc(C)nc2C)C(C(=O)NC(C)(C)C)c2ccncc2)c1 (stereo unspecified) do in these assays?
Tau FP inhib: -2%; GLA spleen mod: -1%; TexasRed fluor: -1%; TRb-SRC2 inh: 1%; ALDH1A1 inh: 6%; Tau fluor counter: -2%; Tau fibril ThT: -3%

What do the screens show for `CC(C)CNS(=O)(=O)c1ccc(OCC(=O)Nc2ccc(F)cc2F)cc1`?
Tau FP inhib: 1%; GLA spleen mod: -3%; TexasRed fluor: 2%; L3MBTL1 inh: 31%[activator]; TRb-SRC2 inh: -15%; ALDH1A1 inh: 0%; Tau fluor counter: -4%; Tau fibril ThT: -1%
